AID2073 = disruptors of CaV2.2 binding to Mint1 – biochemical, HTRF (AID 2073); HTRF protein-protein interaction, Mint1-CaV2.2; higher % means a stronger effect; one-dose inhibition, % at 20 µM; IC50 in µM for titrated hits; hit rate 0.19% among 290,000; in the data active = inhibition mostly above about 51%, no sharp cut-off; inconclusive = no clear call, values can overlap the other calls; inactive = mostly below about 53%; also: some results filed as inactive read as strong as hits
NTR1 agonist = agonists of NTR1, primary screen, imaging, U2OS cells, beta-arrestin-GFP, high content (AID 493036) | hit rate 0.17% among 330,000 | NTR1-U2OS beta-arrestin-GFP spot imaging, agonist mode | P30989 | activation, % at 20 µM;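 active = activation at or above 40% of the spot to cytoplasm intensity ratio, with at least 20 cells analyzed; inconclusive = wells under 20 cells, flagged as cytotoxic or low count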;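 also: 0% = DMSO without peptide and 100% = 100 nM NTR1 peptide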
Target sequence (P30989 whole entry, looked up): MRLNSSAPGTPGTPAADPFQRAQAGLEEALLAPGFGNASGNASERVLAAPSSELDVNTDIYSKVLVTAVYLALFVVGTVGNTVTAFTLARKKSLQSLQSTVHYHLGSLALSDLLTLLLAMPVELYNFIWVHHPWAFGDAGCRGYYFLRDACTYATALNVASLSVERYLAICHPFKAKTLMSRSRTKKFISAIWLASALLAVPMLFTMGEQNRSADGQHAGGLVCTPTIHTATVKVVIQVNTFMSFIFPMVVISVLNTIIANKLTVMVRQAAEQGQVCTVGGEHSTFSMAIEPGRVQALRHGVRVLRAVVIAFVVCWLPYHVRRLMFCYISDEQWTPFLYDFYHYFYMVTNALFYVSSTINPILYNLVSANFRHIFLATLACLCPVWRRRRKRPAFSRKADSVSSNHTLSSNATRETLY
GPR55 LPI antagonism = inhibition of LPI-stimulated GPR55 beta-arrestin translocation – imaging, U2OS, beta-arrestin-GFP, LPI agonist, primary screen (AID 2013). U2OS GPR55 beta-arrestin-GFP translocation imaging, LPI antagonism; higher % means a stronger effect. inhibition, % at 10 µM; hits with a dose series show IC50 in µM. hit rate 0.13% among 290,000;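 active = spots per cell inhibited over 60%, with over 100 cells counted and total cytoplasm intensity under 500,000; inconclusive = wells with under 100 cells, flagged as likely toxic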;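 also: U2OS cells stably carrying GPR55 and arrestin-GFP stimulated by 5 µM LPI near EC80; imaged beta-arrestin-GFP aggregate spots per cell after agonist stimulation; plate controls were LPI-stimulated DMSO wells for no effect and DMSO wells without LPI for full effect; some results filed as inactive read as strong as hits; confirmed hits need IC50 under 10 µM and bright autofluorescent wells are also inconclusive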
Dengue-2 NS5 capping = Dengue-2 NS5 methyltransferase inhibitors, primary screen, biochemical, confirmation dose response (AID 588689) | Dengue-2 NS5 methyltransferase capping enzyme assay, biochemical; higher % means a stronger effect | one-dose inhibition, % at 25 µM; IC50 in µM for titrated hits | hit rate 0.3% among 340,000; in the data active = a potency from the dose series; inconclusive = inhibition above about 29% without an active follow-up result
GPR55 beta-arrestin = GPR55 agonists via beta-arrestin recruitment, primary screen, imaging, U2OS cells, beta-arrestin-GFP redistribution (AID 1961); U2OS GPR55 beta-arrestin-GFP redistribution imaging; higher % means a stronger effect; activation, % at 10 µM, or EC50 in µM where a hit was titrated; hit rate 0.048% among 290,000;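 active = activation above 40% with more than 50 cells counted in the well; inconclusive = wells holding fewer than 50 cells, flagged as toxic or sparse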;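 also: U2OS osteosarcoma cells stably expressing GPR55 and beta-arrestin-GFP; plate controls were DMSO negative control for no effect and LPI positive control for full effect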
Yfh1-off respiration = enhancers of respiration in Yfh1-depleted yeast, dose response, Friedreich's ataxia, plus single-dose screen (AID 1465) | one-dose fold induction at 50 µM; EC50 in µM for titrated hits | S. cerevisiae Yfh1-off respiration, WST-1 reduction, 72 h; higher fold induction means a stronger effect | hit rate 0.074% among 220,000;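 active = fold induction of absorbance versus untreated yeast above a set limit, then at least 30% activation at any dose in follow-up; inconclusive = repeats straddling the limit, or above it without dose testing; inactive = fold induction below the set limit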;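 also: activators that raise dye reduction in frataxin-depleted yeast; strong numbers were not always called active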
Rac1 GTP hydrolysis = MgcRacGAP GTPase-activating activity inhibitors, confirmation, biochemical, ADP Hunter fluorescence; MgcRacGAP-stimulated Rac1 GTP hydrolysis, ADP Hunter fluorescence; higher % means a stronger effect; GST-tagged Rac1 F28L mutant substrate; inhibition, % at 30 µM, or IC50 in µM where a hit was titrated; hit rate 0.6% among 340,000;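 active = first-screen hits whose inhibition reached a set limit at any dose in the follow-up dose series; inconclusive = inhibition above the set first-screen limit but never retested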;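 also: fluorescence reports GDP produced by GAP-driven GTP hydrolysis; strong numbers were not always called active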
Large T inhibition = TAg ATPase/helicase activity blockers – biochemical (AID 1903); inhibition, % at 20 µM; hits with a dose series show IC50 in µM; hit rate 0.39% among 310,000; SV40 large T antigen ATPase/helicase inhibition assay; higher % means a stronger effect; in the data active = a potency from the dose series; inconclusive = inhibition mostly from about 32% at the one dose, without a potency; inactive = the rest, 99 in 100 with inhibition below about 32%; also: strong numbers were not always called active
GPR35 arrestin U2OS = inhibition of zaprinast-stimulated GPR35 beta-arrestin translocation – imaging, U2OS, beta-arrestin-GFP, zaprinast agonist, primary screen (AID 2058); U2OS GPR35 beta-arrestin-GFP translocation imaging, zaprinast antagonism; higher % means a stronger effect; one-dose inhibition, % at 10 µM; IC50 in µM for titrated hits; hit rate 0.052% among 290,000;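 active = inhibition of at least 50% with at least 30 cells and total cytoplasm GFP at most 10,000,000; inconclusive = under 30 cells or total GFP of 10,000,000 plus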
NTR1 agonist cell count 20 µM = recorded beside NTR1 agonist, whose call it bears; cell count; measured here: cell count, cytotoxicity flag
Dengue-2 NS5 capping pilot replicate = second read-out of Dengue-2 NS5 capping, no call of its own (marks repeat the call); inhibition, %; measured here: pilot screen replicate inhibition
The depositor's hits bear a star; i = inactive; u = inconclusive; x = not tested or not shown.

SMILES	AID2073	NTR1 agonist	NTR1 agonist cell count 20 µM	GPR55 LPI antagonism	Dengue-2 NS5 capping	GPR55 beta-arrestin	Yfh1-off respiration	Rac1 GTP hydrolysis	Large T inhibition	GPR35 arrestin U2OS	others
Cc1cc(C)nc(NCC(O)CNc2ccccc2Cl)n1 (stereo unspecified)	-3%	-1.4	74	-6%	1%	-0.5%	i	6%	0%	0%
O=C(Cc1cn2ccsc2n1)NCc1ccccc1	-7%	0.9	39	0%	-8%	-0.2%	i	5%	-2%	7%
Cc1ccccc1CCNC(=O)C1CCCN(c2cnccn2)C1 (stereo unspecified)	2%	0.0	71	-7%	-2%	-0.1%	x	11%	7%	4%
O=c1cc(-c2ccccc2Cl)oc2c([N+](=O)[O-])c(O)cc(O)c12	0%	3.5	108	-6%	16%	-0.1%	i	4%	15%	-13%
CCN(CC)CCC(c1ccc2c(c1)OCO2)c1c(O)cc(OC)cc1OC (stereo unspecified)	-9%	0.0	90	11%	-3%	-0.1%	i	9%	4%	3%
C[C@@]12C(=O)Nc3cc(Cl)ccc3C(=O)N1[C@H]1c3ccccc3OC[C@@H]1[C@@H]2c1ccccc1	x	-2.4	93	x	-7%	x	x	6%	2%	x
O=C(NC1CCCCCC1)c1cccc(N2CCCC2=O)c1	3%	-1.0	46	8%	2%	-0.1%	i	10%	2%	2%
CCCCCc1ccc(-c2nnc(N)s2)cc1	1%	3.6	31	13%	-4%	-0.1%	i	5%	5%	27%
O=C(NCCC1=CCCCC1)C1CCCN(S(=O)(=O)c2ccc(F)cc2)C1 (stereo unspecified)	3%	1.7	36	11%	2%	-0.1%	i	10%	7%	-2%
CCn1c(/C=C\c2ccccc2C)nc2ccccc2c1=O	5%	0.8	77	3%	-12%	-0.1%	i	11%	7%	-2%
O=C(NC1CCCCC1)C12CC3CC(CC(Cl)(C3)C1)C2	-2%	0.5	67	14%	-5%	1.0%	i	7%	-1%	-11%
Cc1nc2c(-c3ccc(F)cc3)c(C)nn2c(C)c1CCC(=O)NCCN1CCOCC1	-1%	-2.3	83	13%	3%	-0.1%	i	0%	6%	3%
CC(C)Oc1cccc(C(=O)NC(=S)N2CCN(c3ccc(C(F)(F)F)cc3[N+](=O)[O-])CC2)c1	u	2.7	62	27%	-2%	0.2%	i	6%	1%	6%
O=C(Nc1ccc(S(=O)(=O)N2CCCC2)cc1)c1ccc(CN2CCc3ccccc3C2)cc1	27%	3.4	75	3%	-8%	-0.3%	i	2%	19%	12%
Cc1cc(/C=N/n2cnnc2)c(C)n1-c1cccc(C(=O)O)c1	-3%	4.4	51	-6%	-2%	-0.1%	i	2%	10%	0%
CCn1cc(C(=O)NC2CCCCC2)c(=O)c2ccc(C)nc21	5%	-0.9	80	7%	2%	0.2%	i	6%	19%	9%
C=CCOC(=O)C1=C[C@H](C2CC2)[C@@H](CCCO)[C@H](OCC)O1	0%	-2.3	56	0%	-4%	0.1%	i	10%	3%	-12%
COc1ccccc1NC(=O)NC1(C)CCS(=O)(=O)C1 (stereo unspecified)	-2%	0.1	39	-12%	2%	-0.1%	x	3%	x	13%
CC(=O)c1c(C)[nH]c(C(=O)Nc2ccc(Cl)cc2F)c1C	4%	1.8	50	10%	7%	0.2%	x	1%	9%	-13%
Cc1nc2cc(NC(=O)NCCCO)ccc2o1	-1%	2.5	62	-3%	5%	-0.1%	i	-2%	8%	14%
CCC(C)Sc1cc(C)c(C#N)c2nc3ccccc3n12 (stereo unspecified)	14%	6.3	62	-2%	-1%	0.4%	i	6%	7%	-5%
O=C(NCCCCc1ccccc1)c1cccc([N+](=O)[O-])c1	23%	1.1	32	15%	-2%	0.6%	i	4%	7%	3%
S=c1[nH]nc(-c2ccco2)n1/N=C/c1ccc(Cl)cc1	-15%	x	x	-3%	2%	0.0%	i	58µM*	31%	16%
CC1=C([N+](=O)[O-])C(c2ccc(O)c(O)c2)NC(=O)N1 (stereo unspecified)	-6%	0.3	83	-15%	-4%	0.0%	x	-9%	12%	4%
COc1ccc(C2C(C#N)=C(/N=C/N3CCOCC3)OC3=C2C(=O)CC(C)(C)C3)cc1OC (stereo unspecified)	8%	0.8	95	-2%	-2%	-0.1%	i	3%	4%	0%
N#Cc1ccccc1NC(=O)COC(=O)/C=C/c1cn(-c2ccccc2)nc1-c1ccc(Cl)cc1	-1%	x	x	6%	-1%	-0.1%	i	2%	-3%	10%
CCOC(=O)N1CCN(S(=O)(=O)c2ccc(C(=O)NNc3nc4c(C)cccc4s3)cc2)CC1	2%	0.9	58	-1%	-4%	-0.2%	i	-2%	31%	-20%
CCOC(=O)Cn1c(=O)cnc2ccccc21	0%	0.1	60	8%	-2%	-0.2%	i	3%	4%	2%
CCOC(=O)N1CCN(CC(=O)N2c3ccccc3CC2C)CC1 (stereo unspecified)	1%	-1.5	81	1%	-2%	-0.2%	i	30%	11%	6%	Dengue-2 NS5 capping pilot replicate=-0.3
c1ccc(Cn2nnnc2CN2CCN(Cc3ccc4c(c3)OCO4)CC2)cc1	6%	-0.6	50	2%	3%	0.2%	i	8%	1%	7%
C/C(O)=C(/N=O)C(=O)Nc1ccccc1	-4%	-0.6	53	-4%	1%	0.1%	i	3%	6%	18%
C/C(=N\NC(=S)Nc1ccccc1C)c1cc2ccccc2o1	22%	6.6	50	6%	-1%	0.4%	i	11%	x	12%
O=C(Nc1nc2ccccc2[nH]1)c1cccc([N+](=O)[O-])c1	0%	-1.6	32	-3%	1%	-0.1%	i	5%	12%	18%
O=[n+]1cc(-c2ccccc2)n([O-])c2c1CCC2	9%	-0.3	47	-6%	1%	-0.1%	i	10%	0%	7%
O=C(Nc1cc(F)ccc1F)N1CCN(c2ccnc3cc(Cl)ccc23)CC1	-7%	3.2	38	-2%	-5%	-0.2%	x	9%	12%	5%
O=C(Cn1nnc(-c2ccccc2-n2cnnn2)n1)c1ccccc1	-3%	0.9	47	-2%	-2%	-0.1%	i	5%	2%	-1%
CC(=O)Nc1ccc(C(=O)NNC(=O)c2ccc(Cl)cc2Cl)cc1	9%	1.2	67	14%	1%	0.2%	x	13%	2%	-15%
Cc1nc(C(=O)Nc2cc(Cl)ccc2Cl)nn1-c1cc(OC(C)C)c(Cl)cc1Cl	38%	-1.2	84	16%	-14%	-0.3%	i	5%	10%	-7%	Dengue-2 NS5 capping pilot replicate=-2.4
CCC(=O)N1CCN(c2ccc(NC(=O)c3ccccc3)cc2)CC1	-8%	0.5	76	4%	-2%	-0.1%	i	8%	8%	-2%
COc1cc(C=Nc2cccc(C)c2)c(O)c([N+](=O)[O-])c1	12%	2.0	42	4%	7%	0.4%	i	9%	3%	6%
O=C(c1ccc(F)cc1)N1CCOCC1	-3%	2.3	43	9%	-16%	-0.1%	i	8%	-2%	-8%
O=C(NCCO)C(=O)c1c(-c2ccccc2)cc2ccccn12	-3%	3.8	45	10%	-4%	1.0%	i	7%	3%	10%
Cc1ccc2nc(NCCCO)[nH]c2c1	x	-1.5	77	x	-17%	x	i	9%	19%	x
CCOC(=O)CCCCC(=O)c1[nH]c(=O)[nH]c1CSc1nc(-c2ccccc2)c(C#N)c(=O)[nH]1	-16%	0.9	50	17%	-1%	-0.1%	i	1%	27%	18%
Cc1ccc(S(=O)(=O)N2CCN(C(=O)C3CCN(C(=O)c4ccccc4C)CC3)CC2)cc1C	-6%	0.1	39	-9%	-16%	-0.5%	i	8%	-5%	4%
COc1ccc2ccccc2c1/C=N/NC(=O)c1ccc([N+](=O)[O-])cc1	1%	2.5	66	-11%	-10%	0.0%	x	6%	22%	7%
COc1ccc(CN2CCC(C(=O)c3ccc(Cl)cc3)CC2)cc1	12%	0.5	53	-6%	-16%	-0.1%	x	-9%	6%	0%
CNC(=S)NNC(=O)c1ccccc1F	-12%	-0.6	70	11%	4%	-0.1%	i	12%	11%	0%
COc1cccc(CN2CCN(c3nc4nonc4nc3NC3CC3)CC2)c1	3%	-2.0	84	11%	20%	0.2%	i	0%	-1%	4%
Cc1ccc(-n2c(COc3cccc(C)c3)n[nH]c2=S)cc1	1%	2.6	54	5%	7%	-0.1%	i	-9%	20%	16%
O=C(c1cc(N2C(=O)C3C4CCC(C4)C3C2=O)ccc1Cl)N1CCN(c2ccccc2)CC1 (stereo unspecified)	0%	-0.6	70	11%	-1%	-0.3%	i	5%	11%	2%
Cc1c(N2CCCC2)cc2c(c1NC(=O)c1ccccc1Cl)C(C)(C)CC2(C)C	4%	2.2	89	12%	-7%	0.6%	i	5%	4%	3%
COc1cc2c(cc1OC)CN(C(=S)Nc1ccc(Cl)cc1)CC2	-17%	2.2	80	-2%	-10%	0.3%	i	2%	10%	5%
FC(F)Oc1ccc(NC(=S)N2CCc3ccccc32)cc1	-1%	1.8	87	8%	-1%	-0.6%	i	12%	-7%	1%
CCOCc1cn(CC(=O)c2ccc([N+](=O)[O-])cc2)c(C)nc1=N	6%	-0.5	45	-7%	6%	-0.2%	i	-1%	0%	-13%
O=C(NCc1ccccc1)C1CC2CCCC(C1)C2=O (stereo unspecified)	0%	-0.2	81	-11%	3%	0.0%	i	7%	6%	10%	Dengue-2 NS5 capping pilot replicate=-1.7
O=C(COc1cc2oc(=O)c3c(c2cc1Cl)CCC3)Nc1ccccn1	11%	3.3	81	5%	3%	-0.2%	x	17%	13%	-1%
Cc1nn2c3c(cnc2c1-c1ccc(Cl)cc1)C(=O)CC(c1ccco1)C3 (stereo unspecified)	42%	29	78	-2%	-8%	1.3%	i	6%	x	-4%	Dengue-2 NS5 capping pilot replicate=-6.1
CCOc1ccccc1C(=O)N[C@H](C(=O)Nc1cc(S(=O)(=O)N(C)C)ccc1OC)C(C)C	6%	-0.4	62	15%	-4%	-0.2%	i	-2%	3%	-7%
